Source: PubChem BioAssay (several laboratories)
bovine MsrA act – activators of bovine methionine sulfoxide reductase A. hit rate 0.3% among 360,000. purified bovine MsrA, absorbance read-out. activation, % at 10.6 µM; in the data active = activation above about 7.5%;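 note: 0% = vehicle and 100% = reference activator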
LMPTP block – LMPTP (human) inhibition; P24666; recombinant LMPTP-A, OMFP fluorogenic substrate, fluorescence intensity; inhibition, % at 20 µM; hit rate 0.22% among 360,000;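 active = compounds that cut the enzyme signal by at least half of the control window in the single-dose screen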;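 note: plate controls were DMSO wells with enzyme plus substrate for no effect and substrate without enzyme for full effect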
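Test system: LMPTP-A phosphatase enzyme; input: 0.625 nM LMPTP-A final; reagent: OMFP substrate, 400 µM final; compound dosing: 20 µM single dose, 3% DMSO; incubation: 50 min dark incubation at room temperature; measured by: endpoint fluorescence intensity from OMFP dephosphorylation; measure: % inhibition relative to no-enzyme and uninhibited control wells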
MsrA inh – inhibits bovine methionine sulfoxide reductase A. hit rate 0.75% among 360,000. purified bovine MsrA, absorbance read-out. inhibition, % at 15.5 µM; in the data active = inhibition above about 4.5%;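 note: 0% = vehicle wells with enzyme and 100% = reference inhibitor wells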
Scp1 inh – blocks human Scp-1 phosphatase activity; Q9GZU7; hit rate 0.88% among 340,000; inhibition, % at 20 µM; Recombinant Scp1, phosphopeptide, malachite green phosphate absorbance;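 active = inhibition above about 50% at 20 µM, limit read from the data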;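 note: plate controls were DMSO wells with enzyme for no effect and wells lacking enzyme for full effect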
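Test system: SCP-1 phosphatase catalytic domain, residues 76-261 | Compound dosing: One concentration, 20 µM, with 1.0% DMSO | Schedule: 45 min room-temperature reaction, 5 min colour, 30 min stabiliser | Detection: Absorbance at 630 nm | Read-out basis: % inhibition of SCP-1 phosphate liberation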
E coli Lon inh – inhibits E. coli Lon protease. P0A9M0. inhibition, % at 7.94 µM. purified E. coli Lon protease, fluorescence polarization. hit rate 0.42% among 360,000. AID 602123; in the data active = inhibition above about 13%, passing the limit was not always enough;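 note: 0% = enzyme with probe and DMSO and 100% = no enzyme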
STEP inh – blocks human striatal-enriched tyrosine phosphatase. P54829. recombinant STEP, OMFP fluorogenic substrate, fluorescence. inhibition, % at 20 µM. hit rate 0.25% among 360,000. AID 588621;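 active = inhibition at 20 µM, scaled per plate between control wells, above about 37%, limit read from the data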;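 note: 0% = DMSO with enzyme and substrate and 100% = substrate only without enzyme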
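material = STEP tyrosine phosphatase | reagent = fluorogenic phosphatase substrate OMFP at 25 µM final | doses = single compound dose of 20 µM, 1% DMSO final | schedule = 20 min reaction, room temperature, in the dark | measured by = fluorescence, 480/540 nm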
CendR NRP1 mod – alters CendR peptide binding to human NRP-1; O14786; FAM-RPARPAR peptide binding to NRP-1, fluorescence polarization; inhibition, % at 25 µM; hit rate 0.85% among 360,000;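 active = inhibition or corrected inhibition above about 18%, plus a signal ratio from 0.5 to 1.5, limit read from the data, passing the limit was not always enough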; note: strong numbers were not always called active
DNMT1 inh – inhibitors of human DNMT1 | P26358 | DNMT1 molecular beacon, Hinp1I cleavage, fluorescence | inhibition (reported as % activation of signal), % at 10 µM | hit rate 0.83% among 360,000; in the data active = inhibition above about 50%
Target sequence (P26358 504-1616 limits assumed): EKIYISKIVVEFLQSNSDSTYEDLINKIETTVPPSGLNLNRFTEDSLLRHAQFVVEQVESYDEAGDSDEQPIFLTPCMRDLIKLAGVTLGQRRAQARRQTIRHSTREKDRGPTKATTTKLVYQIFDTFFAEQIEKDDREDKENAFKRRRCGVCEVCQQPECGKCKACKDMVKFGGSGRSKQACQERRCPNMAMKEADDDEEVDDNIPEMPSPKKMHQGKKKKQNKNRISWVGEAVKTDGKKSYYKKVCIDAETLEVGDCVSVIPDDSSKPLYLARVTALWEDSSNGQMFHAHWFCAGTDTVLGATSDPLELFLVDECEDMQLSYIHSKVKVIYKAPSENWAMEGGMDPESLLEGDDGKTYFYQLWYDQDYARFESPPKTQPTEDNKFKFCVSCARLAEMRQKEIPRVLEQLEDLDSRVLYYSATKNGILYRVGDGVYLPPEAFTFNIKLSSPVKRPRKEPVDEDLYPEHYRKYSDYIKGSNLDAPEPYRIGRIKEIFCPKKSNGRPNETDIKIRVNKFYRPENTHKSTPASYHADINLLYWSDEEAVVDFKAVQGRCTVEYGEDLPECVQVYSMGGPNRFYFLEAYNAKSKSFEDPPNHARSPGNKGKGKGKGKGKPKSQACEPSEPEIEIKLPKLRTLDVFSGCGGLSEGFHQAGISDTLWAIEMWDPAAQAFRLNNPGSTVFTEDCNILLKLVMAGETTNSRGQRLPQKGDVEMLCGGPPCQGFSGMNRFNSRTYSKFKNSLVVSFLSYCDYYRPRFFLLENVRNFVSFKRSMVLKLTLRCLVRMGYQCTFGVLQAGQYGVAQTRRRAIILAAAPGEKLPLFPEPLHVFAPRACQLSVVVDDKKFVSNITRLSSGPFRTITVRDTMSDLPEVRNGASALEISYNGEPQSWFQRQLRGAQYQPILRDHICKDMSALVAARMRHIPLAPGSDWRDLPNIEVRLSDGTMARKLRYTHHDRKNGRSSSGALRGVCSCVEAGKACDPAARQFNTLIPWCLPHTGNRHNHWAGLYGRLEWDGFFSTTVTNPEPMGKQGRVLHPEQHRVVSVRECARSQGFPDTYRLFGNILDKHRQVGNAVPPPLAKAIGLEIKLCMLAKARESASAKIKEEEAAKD
Tb MetRS inh – blocks T. brucei methionyl-tRNA synthetase activity | inhibition, % at 11.9 µM | AID 624268 | purified T. brucei MetRS, ATP depletion, Kinase-Glo luminescence | hit rate 0.4% among 360,000;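 active = inhibition above a per-plate cutoff of the control wells' mean inhibition plus 3 SD, cut at about 5.5% in these data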;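 note: 0% = DMSO wells median and 100% = median of wells with control inhibitor compound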
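Material – parasite MetRS enzyme · Medium – HEPES-MgCl2-KCl buffer plus DTT, spermine, BSA, pyrophosphatase · Reagent – ATP, methionine and E. coli bulk tRNA substrates · Times – 15 min enzyme-compound preincubation, 2 h reaction, 10 min detection, 25 °C · Measured by – luminescence of leftover ATP · Evaluation – percent inhibition relative to median high and low control wells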
SUMO1-SIM PPI – alters human SUMO1 binding to SIM partners. inhibition, % at 20 µM. SUMO1 binding to a labelled peptide, TR-FRET, 1 h. hit rate 0.33% among 360,000. P63165; in the data active = inhibition above about 37%
Active calls of the source: *; . = no result given.

Second line of a record: bovine MsrA act | LMPTP block | MsrA inh | Scp1 inh | E coli Lon inh | STEP inh | CendR NRP1 mod | DNMT1 inh | Tb MetRS inh | SUMO1-SIM PPI
- CCN(CC(=O)NCCc1ccc(Cl)cc1)Cc1nc2ccccc2c(=O)[nH]1
  0 | -1.8 | -0.6 | -2 | 14 | 0 | 1 | -6 | -0.1 | 2
- C=CCn1c(SCC#N)nnc1-c1ccc2ncccc2c1
  -1 | -1.4 | 0.3 | -7 | 1 | -2 | 0 | 1 | -0.1 | -4
- CCCCN1C(=O)C(CC(=O)NC2CCCCC2)CC(C(=O)N(CC)CC)=C1C (centres undefined)
  3 | -4.1 | -0.7 | . | 0 | -2 | 5 | 6 | -0.9 | 5
- COc1ccccc1-n1c(SCC(=O)NC(C)(C)C)nc(O)c(Cc2ccccc2)c1=O
  -4 | 0.5 | 2.1 | -5 | -5 | -2 | 0 | 4 | -0.4 | -1
- COc1ccc(-c2nc(C#N)c(N3CCc4ccccc4C3)o2)cc1OC
  -13 | 3.2 | 1.5 | -5 | -1 | 0 | 1 | -4 | -1.1 | -7
- CCC(=O)NCC(=O)OCC(=O)c1ccccc1
  -1 | -2.1 | -0.3 | -2 | -10 | 0 | 4 | 0 | -0.6 | -1
- CCc1nc2ccc(C(=O)N(CC)CCN(C)C)cn2c1N(CC)CCOC
  -1 | -2.1 | -0.1 | . | 6 | -1 | 3 | 7 | 0.3 | 3
- COc1ccc(N2CCN(C(=O)CCc3cc(OC)c(OC)c(OC)c3)CC2)cc1
  -4 | -0.3 | -1.5 | -10 | 0 | -2 | 22 | 1 | -0.5 | 3
- O=C(Cc1cccc(NC(=O)C2CCCN(C(=O)c3ccccc3)C2)c1)Nc1ccc(C(=O)N2CCOCC2)cc1 (centres undefined)
  -3 | -0.3 | -1.7 | 0 | -6 | 0 | -8 | 0 | -0.1 | 4
- CCS(=O)(=O)NCC(c1cccnc1)N1CCN(c2ccccc2F)CC1 (centres undefined)
  0 | -1.0 | -0.3 | 0 | -12 | 1 | -1 | -1 | 0.2 | 3
- CCN1CCN(c2ccc(NC(=O)c3ccccc3F)cc2Cl)CC1
  -3 | -1.1 | 0.2 | -3 | 7 | -1 | -1 | 0 | -0.8 | 3
- O=C(O)Cn1c(CC(=O)N2CCCC2)nc2ccccc21
  -2 | -0.2 | 0.0 | 7 | -2 | 2 | 3 | 3 | -0.9 | 1
- COc1ccc(CCNC(=O)C2CCCN(c3nn4c(=O)cc(C)nc4s3)C2)cc1OC (centres undefined)
  1 | -0.5 | -0.7 | -2 | -8 | 1 | -102 | 0 | 0.1 | 4
- OC(CNc1ccccc1)Cn1ccc2ccccc21 (centres undefined)
  -3 | -0.4 | -1.8 | -4 | 5 | -3 | -4 | -2 | -0.2 | -1
- COCCNc1nc2c(c(=O)[nH]c(=O)n2C)n1CCCc1ccccc1
  -1 | 0.7 | -0.1 | -2 | 3 | 1 | -3 | -2 | 0.0 | -2
- CCO[C@H]1OC(C(=O)N2CCOCC2)=C[C@@H](c2ccc(Br)cc2)[C@@H]1CCCO
  -3 | -1.0 | -0.3 | -7 | 7 | 0 | 5 | 1 | 0.3 | 5
- CC(C)(C)OC(=O)C[C@H]1C/C=C\C[C@@H](CC(=O)N[C@@H](CO)Cc2ccccc2)C(=O)NCCOC1=O
  -2 | 1.0 | 0.6 | -7 | -5 | -1 | 36* | -3 | -0.3 | 1
- Cc1cc(O)c(C(C)C)cc1C1(c2cc(C(C)C)c(O)cc2C)OC(=O)c2ccccc21
  0 | 6.5 | 0.7 | -15 | -5 | -3 | -3 | 3 | 0.3 | 5
- Cc1ccsc1/C=C(\C(=O)c1ccc(OC(C)C)cc1)c1nc2ccccc2o1
  -13 | 2.9 | 4.6* | -7 | 2 | 1 | 23 | -1 | -1.4 | 1
- O=S1(=O)C[C@@H](N2CCN(CCO)CC2)[C@H](COCc2ccccc2)N1
  -13 | 0.4 | 0.0 | . | 6 | -1 | 5 | -1 | -1.7 | 3
- O=c1c([N+](=O)[O-])c(O)c2cccc3c2n1CCC3
  -3 | 1.1 | 1.9 | 34 | 4 | 7 | 2 | 13 | -0.6 | 17
- O=C(/C=C/c1c(Cl)cccc1Cl)NCCc1ccccc1
  8.0* | 0.9 | 0.7 | -11 | -1 | 0 | 6 | 3 | 0.2 | -1
- CCC(=O)C1CCCN(C(=O)c2ccc(OC3CCN(C(=O)c4cccnc4)CC3)cc2)C1 (centres undefined)
  -1 | -1.4 | 1.3 | -5 | -7 | 0 | 5 | 1 | -0.5 | 3
- O=C1O[C@@H](c2ccc(O)cc2)Cc2cccc(O)c21
  -4 | 0.5 | -0.3 | -4 | -4 | 0 | 30* | -5 | -0.2 | 3
- CN(C)S(=O)(=O)c1ccc(NC(=O)CN2CCN(C(c3ccccc3)c3ccccc3)CC2)cc1
  -1 | 0.9 | 1.0 | -5 | -13 | 4 | -6 | -4 | -0.7 | -1
- CCc1c(O)nc(SCC(=O)NCc2ccco2)[nH]c1=O
  -6 | -3.4 | 0.4 | 6 | 0 | -1 | -7 | 14 | -0.2 | 4
- COC(=O)C1=C(COc2ccc(C=O)cc2OC)NC(=O)NC1c1cc(C)ccc1C (centres undefined)
  -3 | -1.2 | 0.5 | -4 | 5 | -2 | -8 | 12 | 0.3 | -1
- Cc1nnc(N/N=C/c2cccc(OCc3ccc(Cl)c(Cl)c3)c2)n1N
  2 | 1.7 | 0.2 | 3 | -9 | 4 | -1 | -23 | -0.1 | -6
- CCOC(=O)c1c(N)sc2c(OCC)c(Br)ccc12
  2 | 2.4 | 0.8 | -10 | -2 | -3 | -3 | -22 | -0.3 | 1
- COc1ccc(CNC(=O)CN(Cc2ccc(Cl)cc2)S(C)(=O)=O)cc1
  5 | -1.8 | -0.3 | -5 | -9 | -5 | 4 | 3 | -0.7 | 4
- COc1c(Cl)cc(C(=O)NCc2ccco2)cc1Cl
  -1 | -1.6 | -0.3 | -2 | -14 | -1 | -2 | 1 | 0.1 | 1
- CCOC(=O)c1cccc(NC(=O)c2ccccc2C)c1
  -7 | -0.9 | -0.9 | -7 | -3 | -1 | 4 | -2 | -0.7 | 3
- Cc1nc(SCC(=O)Nc2ccc3c(c2)OCCO3)nc(C)c1C
  -11 | -0.3 | -0.2 | 11 | -5 | -4 | 2 | 7 | 1.1 | -4
- COc1ccc(CC(=O)Nc2cc(S(=O)(=O)N3CCCCC3)ccc2C)cc1
  -2 | 0.4 | -1.4 | -2 | 2 | 0 | -7 | -1 | -0.3 | -2
- CCCCN1C[C@H](O)[C@@H](O)[C@H](O)[C@H]1CO
  -4 | -1.1 | 0.6 | -6 | 4 | 0 | 9 | 4 | -1.2 | -1
- Cc1cc(C)cc(N2C(=O)N(c3ccccc3C)C3CS(=O)(=O)CC32)c1 (centres undefined)
  -2 | -1.3 | -0.6 | -13 | 0 | 2 | -11 | -3 | -0.6 | 1
- CC(=O)n1nc(-c2ccc(C)cc2)nc1NCc1ccc(F)cc1
  -8 | 1.3 | 0.9 | 3 | 18* | 1 | 14 | 3 | -1.1 | 2
- COc1ccc(C(CNC(=O)c2ccc(-c3ccccc3)cc2)N(C)C)cc1OC (centres undefined)
  0 | 1.3 | 1.5 | 2 | 0 | 3 | 10 | 0 | -1.2 | -3
- CCN(CC)CCNC(=O)c1cc2ccccc2nc1Cl
  -3 | -0.4 | -0.3 | 8 | 1 | 0 | -4 | -1 | -0.6 | -1
- CC1(C)Cc2ccccc2C(/C(C#N)=N/O)=N1
  -2 | 0.0 | 0.9 | -6 | -2 | 4 | 8 | -2 | -0.7 | -1

Single records, as listed above.
O=C1O[C@@H](c2ccc(O)cc2)Cc2cccc(O)c21 is listed with bovine MsrA act = -4; LMPTP block = 0.5; MsrA inh = -0.3; Scp1 inh = -4; E coli Lon inh = -4; STEP inh = 0; CendR NRP1 mod = 30*; DNMT1 inh = -5; Tb MetRS inh = -0.2; SUMO1-SIM PPI = 3
COc1ccc(CC(=O)Nc2cc(S(=O)(=O)N3CCCCC3)ccc2C)cc1 is listed with bovine MsrA act = -2; LMPTP block = 0.4; MsrA inh = -1.4; Scp1 inh = -2; E coli Lon inh = 2; STEP inh = 0; CendR NRP1 mod = -7; DNMT1 inh = -1; Tb MetRS inh = -0.3; SUMO1-SIM PPI = -2

Single entries from the list.
O=c1c([N+](=O)[O-])c(O)c2cccc3c2n1CCC3 – LMPTP block: 1.1
COc1ccc(C(CNC(=O)c2ccc(-c3ccccc3)cc2)N(C)C)cc1OC (centres undefined) – Scp1 inh: 2
CC1(C)Cc2ccccc2C(/C(C#N)=N/O)=N1 – Tb MetRS inh: -0.7
Cc1nc(SCC(=O)Nc2ccc3c(c2)OCCO3)nc(C)c1C – Tb MetRS inh: 1.1
Cc1nnc(N/N=C/c2cccc(OCc3ccc(Cl)c(Cl)c3)c2)n1N – bovine MsrA act: 2

(next part)
Second line of a record: bovine MsrA act | LMPTP block | MsrA inh | Scp1 inh | E coli Lon inh | STEP inh | CendR NRP1 mod | DNMT1 inh | Tb MetRS inh | SUMO1-SIM PPI
- CN(C)S(=O)(=O)N1CCC(Oc2cccc(C(=O)N3CCCCCC3)c2)CC1
  -3 | -0.1 | -0.3 | -2 | -1 | -1 | -2 | -3 | -0.2 | -2
- Cc1cc(C)nc(NS(=O)(=O)c2ccc(N/C=C\C(=O)c3ccc(Cl)cc3)cc2)n1
  -3 | 0.5 | 2.8 | -2 | 9 | 4 | -38 | -1 | 0.1 | -8
- CCN(c1cccc(C)c1)c1nc2ccsc2c(=O)s1
  -7 | 1.9 | 0.8 | -12 | -2 | 0 | -6 | -1 | -0.9 | -6
- CCOc1ccc(NC(=S)c2ccc3ccccc3n2)cc1
  -4 | 2.6 | 0.5 | -7 | 5 | 10 | 6 | 1 | -0.2 | -3
- CC(OC(=O)CNC(=O)C12CC3CC(CC(C3)C1)C2)C(=O)Nc1ncc(Cl)cc1Cl (centres undefined)
  -1 | -1.6 | -0.1 | -6 | -7 | 0 | -7 | -6 | -0.2 | -1
